uPA surface inh: blocks generation of uPA at the cell surface | cell surface uPA generation assay, qHTS | Potency, µM (titrated, usually from 38.3 µM), for inactives: at the top dose activity change, negative = inhibition, usual class: inhibitors | hit rate 0.31% among 330,000 | AID 540303; active = well fitted inhibition curve with a large enough effect; inconclusive = small, poorly fitted or top-dose-only effect; inactive = no such curve, though single readings can be large or run the other way; tested in mouse RAW 264.7 cells; also: potency is read from the fitted curve at half-maximal effect; % is scaled to controls: 0 for no effect and ±100 for the full control effect; nearly all actives have a fitted effect of over 55% in size
BCR signal inh: chronic active BCR signaling inhibition | ABC-DLBCL IkBa-CBG/CBR reporter, luminescence ratio, 4 h | Potency, µM (doses to about 46.1 µM), inactives show at the top dose ratio change, negative = lower green/red ratio, most hits filed as inhibitors | hit rate 0.05% among 340,000 | AID 493014; active = well fitted inhibition curve with a large enough effect in the signal ratio, with a control signal flat, not every such curve was filed as active; inconclusive = small, poorly fitted or top-dose-only effect, or effect the other way, or a change in a side signal; the % refers to the signal ratio;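 also: potency is read from the fitted curve at half-maximal effect; plate controls were basal doxycycline-induced cells for no effect and cells given 10 µM MG132 for full effect; MG132 reads +100%, hits lower the ratio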
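Doxycycline induced both beetle luciferases in TMD8 lymphoma cells; IKK-driven degradation limits the IkappaBalpha-fused green signal, while red luminescence normalises for cell number and nonspecific effects. Compounds tested up to 46 uM, 4 hrs.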
B2AR arrestin: agonists driving beta-arrestin recruitment to human beta2-adrenergic receptor. P07550. Potency, µM (doses to about 46.1 µM), for the others: top-dose activation, hits mostly activators. hit rate 0.02% among 330,000. beta-arrestin recruitment to beta2AR, cell-based reporter;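 also: potency is read from the fitted curve at half-maximal effect; 0% = DMSO controls and full agonism = EC100 isoproterenol or metaproterenol; nearly all actives have a fitted effect of over 65% in size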
Target sequence (P07550 whole entry, looked up): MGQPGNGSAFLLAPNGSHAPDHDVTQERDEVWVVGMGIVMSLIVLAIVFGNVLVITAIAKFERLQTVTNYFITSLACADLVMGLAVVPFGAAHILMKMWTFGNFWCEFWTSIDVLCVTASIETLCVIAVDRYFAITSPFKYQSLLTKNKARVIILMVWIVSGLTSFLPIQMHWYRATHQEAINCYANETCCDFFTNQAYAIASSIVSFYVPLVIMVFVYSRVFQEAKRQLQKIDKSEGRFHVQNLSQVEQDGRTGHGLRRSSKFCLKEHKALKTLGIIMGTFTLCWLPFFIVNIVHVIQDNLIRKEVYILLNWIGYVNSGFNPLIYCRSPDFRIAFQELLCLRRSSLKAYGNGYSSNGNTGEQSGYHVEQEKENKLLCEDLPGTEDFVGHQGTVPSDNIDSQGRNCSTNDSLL
Eya2 inh: Eya2 (human) phosphatase inhibition. O00167. recombinant Eya2, OMFP fluorescence dephosphorylation (OMFP is methylfluorescein phosphate). Potency, µM (top dose mostly 76.9 µM), inactives show at the top dose activity, negative = inhibition, most hits filed as inhibitors. hit rate 0.006% among 330,000; also: potency is read from the fitted curve at half-maximal effect; % is scaled to controls: 0 for no effect and ±100 for the full control effect
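Eya2 (0.2 uM) preincubated 10 min at ambient with compound, then OMFP substrate added at 50 uM; 10 min reaction in 50 mM HEPES pH 7.5, 50 mM NaCl, 5 uM MgCl2, 0.05% BSA, 1 mM DTT. Fluorescence read at Ex 485/Em 525 nm.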
TCR act: T cell receptor activation | 330,000 tested, under 10 active | primary human leukocytes, anti-CD3, IL-2 HTRF, 48 h | Potency, µM (doses to about 9.22 µM), inactives show top-dose activation of IL-2 secretion, actives largely listed as activators; also: % of control where 0% means no effect
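IL-2 release read by HTRF sandwich (Eu cryptate donor, d2 acceptor, 665 nm emission) after 48 hr exposure of primary human leukocytes to compound together with anti-CD3 beads in the absence of co-stimulatory signals.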
PTAP TSG101 blk: blocks PTAP/TSG101 interaction to inhibit HIV-1 budding; Q99816; Fluorescence polarization, FITC-PTAP peptide / Tsg101 binding; 340,000 tested, under 10 active; Potency, µM (highest dose often 115 µM), for inactives: at the top dose activity change, negative = inhibition, usual class: inhibitors; active = well fitted inhibition curve with a large enough effect in the main read-out, with a control signal flat, not every such curve was filed as active; inconclusive = small, poorly fitted or top-dose-only effect, or effect the other way, or a change in a side signal; inactive = no such curve, though single readings can be large or run the other way; also: potency is read from the fitted curve at half-maximal effect; % of control where 0% means no effect
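Compounds were pin-transferred onto Tsg101 binding domain (10 uM final) in HEPES pH 7.5 buffer, then FITC-PTAP peptide was added at 50 nM final. After 20 min at RT, polarization reported peptide displacement across a qHTS concentration series.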
Mito fusion yeast: mitochondrial division inhibition or fusion activation | S. cerevisiae fusion-defective mutant growth rescue, CellTiterGlo 48 h | Potency, µM (series often up to 46.1 µM), without a hit: at the highest dose growth rescue (activation), actives largely listed as activators | hit rate 0.23% among 320,000;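 also: potency is read from the fitted curve at half-maximal effect; % of control where 0% means no effect; nearly all actives have a fitted effect of over 45% in size; temperature-sensitive fusion mutants such as fzo1-1 at 37 °C on non-fermentable ethanol glycerol medium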
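Temperature-sensitive fusion-defective S. cerevisiae (e.g. fzo1-1, mgm1-5) were grown with compound in YPEG medium (3% ethanol, 3% glycerol) for 48 hours at 37C. Growth rescue was measured as viability by CellTiterGlo luminescence after 10 minutes at ambient.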
USP2a inh: USP2a (human) protease inhibition. O75604. USP2 core, Ub-CHOP2 coupled fluorogenic reporter, 485/531. Potency, µM (titrated, usually from 38.3 µM), inactives show top-dose activity change, negative = inhibition, hits mostly inhibitors. hit rate 0.01% among 330,000. AID 463254;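 also: potency is read from the fitted curve at half-maximal effect; plate controls were DMSO wells for no effect and full inhibition by NEM control for full effect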
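Deubiquitinase activity read as fluorescence (485/531 nm) after Ub-CHOP2 cleavage activates the enterokinase reporter on its substrate; USP2 core 10nM, Ub-CHOP2 and substrate 25nM each, 30min compound preincubation then 60min RT; data normalized to NEM, curves fitted.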
Tb PFK block: blocks T. brucei phosphofructokinase; O15648; T. brucei PFK, ADP-Glo luminescence; Potency, µM (doses to about 57.5 µM), inactives show at the top dose activity, negative = inhibition, most hits filed as inhibitors; hit rate 0.17% among 330,000; AID 485367;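 also: potency is read from the fitted curve at half-maximal effect; 0% = uninhibited 1x PFK enzyme wells and -100% = no-enzyme wells; nearly all actives have a fitted effect of over 60% in size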
Target sequence (O15648 whole entry, looked up): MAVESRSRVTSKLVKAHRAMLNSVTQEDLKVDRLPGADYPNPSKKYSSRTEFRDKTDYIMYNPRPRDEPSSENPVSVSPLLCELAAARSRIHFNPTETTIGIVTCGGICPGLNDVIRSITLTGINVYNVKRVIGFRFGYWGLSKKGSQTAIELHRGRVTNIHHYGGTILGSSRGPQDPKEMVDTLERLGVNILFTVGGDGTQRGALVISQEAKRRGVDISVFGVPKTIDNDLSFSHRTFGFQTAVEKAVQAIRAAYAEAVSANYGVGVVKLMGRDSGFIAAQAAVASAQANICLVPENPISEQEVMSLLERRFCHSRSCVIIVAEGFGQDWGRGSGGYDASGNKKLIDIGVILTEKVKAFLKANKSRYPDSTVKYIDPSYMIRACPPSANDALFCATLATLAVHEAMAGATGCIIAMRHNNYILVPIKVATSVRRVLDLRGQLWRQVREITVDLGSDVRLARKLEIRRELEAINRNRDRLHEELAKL
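Luminescent ADP detection (ADP-Glo, two-step: ATP depletion then ADP-to-ATP conversion for luciferase) reported PFK activity after 45 min room-temperature reaction of 1.25 nM enzyme with 0.5 mM F6P and 0.1 mM ATP at pH 8.0.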
TSHR antagonist: antagonists of human thyroid stimulating hormone receptor; TSHR-expressing cells, TSH-stimulated cAMP HTRF, 2 h; active compounds read low; P16473; activity change, negative = inhibition, % at 11.5 µM; hit rate 0.2% among 330,000;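 active = activity change below a set negative limit, meaning inhibition stronger than a set level, cut at about -70% in these data; inconclusive = activity change between two set negative limits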; also: % is scaled to controls: 0 for no effect and ±100 for the full control effect
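TSHR-expressing cells, 200/well, pre-treated with compound, then stimulated with EC80 TSH (4nM final) for 2 hours at 37 deg C. cAMP measured by competitive HTRF: anti-cAMP cryptate antibody in lysis buffer plus cAMP-d2, read after 30 minutes at room temperature.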
ELG1 DNA repair: ELG1-dependent DNA repair inhibition; HEK293T ELG1-luciferase reporter, luminescence, 16 h; DNA damage induced by 5-fluorouridine; Potency, µM (doses to about 46.1 µM), for inactives: at the top dose activity change, negative = inhibition, usual class: inhibitors; hit rate 2.3% among 330,000; AID 504467; also: potency is read from the fitted curve at half-maximal effect; % is scaled to controls: 0 for no effect and ±100 for the full control effect; nearly all actives have a fitted effect of over 55% in size
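Reporter activity after DNA damage by 5-fluorouridine is monitored. Compound-treated cells incubate 16 hr at 37 °C, then ONE-Glo is added for 30 min before luminescence reading.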
An asterisk follows results filed as active; [ ] = another dose, or the depositor's remark. Unless noted, calls follow the shape of the dose curve; as a rule, active = well fitted curve in the direction sought with a large enough effect; inconclusive = small, poorly fitted or top-dose-only effect, or another doubt; inactive = no such curve, though single readings can be large; an effect the other way counts as inactive or inconclusive.

`CN1C[C@@H]2C[C@@H](c3ccc(C#CC(C)(C)O)s3)N3CCC[C@@]23C1=O` gave uPA surface inh 7%, BCR signal inh -9%, B2AR arrestin 0.0%, Eya2 inh -1%, TCR act 2%, PTAP TSG101 blk -1%, Mito fusion yeast 2%, USP2a inh 6%, Tb PFK block 0%, TSHR antagonist -3 and ELG1 DNA repair 13%.
`Cc1cccc(C)c1NC(=O)CNC(=O)C(NC(=O)c1ccc(C(C)(C)C)cc1)C(C)C` (configuration not stated) gave uPA surface inh -10%, BCR signal inh inconclusive, B2AR arrestin -0.6%, Eya2 inh -2%, TCR act 1%[46.1 µM], PTAP TSG101 blk 0%, Mito fusion yeast -4%, USP2a inh 4%, Tb PFK block -2%, TSHR antagonist 0 and ELG1 DNA repair 5.2µM*.
CC[C@@]1(c2ccccc2)C(=O)N(C(=O)OC)N1C(=O)OC was read as uPA surface inh -6%, BCR signal inh 1%, B2AR arrestin 0.3%, Eya2 inh 2%, TCR act 11%, PTAP TSG101 blk 0%, Mito fusion yeast 5%, USP2a inh -1%, Tb PFK block 7%, TSHR antagonist 27 and ELG1 DNA repair -26%.
Screening CCOC(=O)Cn1c(=O)c2c(nc3n2CCCN3Cc2ccccc2)n(C)c1=O returned uPA surface inh 2%, BCR signal inh 0%, B2AR arrestin 0.1%, Eya2 inh 4%, TCR act -4%, PTAP TSG101 blk -3%, Mito fusion yeast -14%, USP2a inh -2%, Tb PFK block 0%, TSHR antagonist -5 and ELG1 DNA repair -5%.
`COc1cc(CNCc2ccco2)ccc1OCc1ccccc1` gave uPA surface inh -9%, BCR signal inh inconclusive, B2AR arrestin -0.8%, Eya2 inh 9%, TCR act 5%, PTAP TSG101 blk -6%, Mito fusion yeast 0%, USP2a inh 0%, Tb PFK block -6%, TSHR antagonist -4 and ELG1 DNA repair -5%.
For CC(=O)Nc1c2c(nn1-c1cccc(C)c1)CSC2 the results were uPA surface inh 32%[activator], BCR signal inh -8%, B2AR arrestin 0.4%, Eya2 inh -3%, TCR act 0%, PTAP TSG101 blk -8%, Mito fusion yeast -7%, USP2a inh 3%, Tb PFK block 0%, TSHR antagonist -5 and ELG1 DNA repair 5%.
CC1CCN(CCCn2c(SCC(=O)NC3CCCC3)nc3ccccc3c2=O)CC1 was read as uPA surface inh -7%, BCR signal inh -2%, B2AR arrestin -0.4%, Eya2 inh 2%, TCR act 1%, PTAP TSG101 blk -4%, Mito fusion yeast 1%, USP2a inh 2%, Tb PFK block 1%, TSHR antagonist 6 and ELG1 DNA repair inconclusive.
`O=S(=O)(Cc1cc(Cl)nc(-c2ccccc2)n1)c1ccccc1` gave uPA surface inh -14%, BCR signal inh -1%, B2AR arrestin 0.0%, Eya2 inh -2%, PTAP TSG101 blk -5%, Mito fusion yeast 16%, USP2a inh 4%, Tb PFK block -4%, TSHR antagonist -1 and ELG1 DNA repair 5%.
Cn1cnnc1SCCC(=O)Nc1ccc(Cl)cc1 was read as BCR signal inh 6%, B2AR arrestin -0.9%, Eya2 inh 2%, TCR act -1%[46.1 µM], PTAP TSG101 blk -10%, Mito fusion yeast -3%, USP2a inh 2%, Tb PFK block -8%, TSHR antagonist 4 and ELG1 DNA repair inconclusive.
Screening COc1cc(NS(=O)(=O)c2ccc(NC(=O)c3ccc(S(=O)(=O)N4CCCC4)cc3)cc2)ncn1 returned BCR signal inh 2%, B2AR arrestin 0.0%, Eya2 inh -21%, Mito fusion yeast 27%, USP2a inh 5%, Tb PFK block -3%, TSHR antagonist -30 and ELG1 DNA repair 8%.
Screening Cc1nc(SCC(=O)N2CCCC2=O)nc(C)c1C returned uPA surface inh 0%, BCR signal inh 3%, B2AR arrestin -0.5%, Eya2 inh 4%, TCR act 1%, PTAP TSG101 blk 0%, USP2a inh 0%, Tb PFK block -18%, TSHR antagonist 44 and ELG1 DNA repair 27%.
For CCC[N+](CC#Cc1ccccc1)(CCC)CC(=O)c1ccc(Cl)cc1 the results were uPA surface inh -2%, BCR signal inh 9%, B2AR arrestin -2.5%, Eya2 inh -3%, TCR act 0%[46.1 µM], PTAP TSG101 blk 0%, Mito fusion yeast 5%, USP2a inh 1%, Tb PFK block 1%, TSHR antagonist 11 and ELG1 DNA repair -7%.
CC1=C(C(=O)OCC2CCCO2)C(c2ccc(C)o2)C2=C(CC(c3ccc(F)cc3)CC2=O)N1 (configuration not stated) was read as uPA surface inh -7%, BCR signal inh 1%, B2AR arrestin -0.4%, Eya2 inh 4%, TCR act -2%, PTAP TSG101 blk -4%, Mito fusion yeast 1%, USP2a inh -1%, Tb PFK block 8%, TSHR antagonist -5 and ELG1 DNA repair -19%.
Screening CC(C)(C)C(=O)NCCCc1ccccc1 returned uPA surface inh 1%, BCR signal inh -2%, B2AR arrestin 0.4%, Eya2 inh 1%, TCR act -10%, PTAP TSG101 blk 1%, Mito fusion yeast 4%, USP2a inh 0%, Tb PFK block 0%, TSHR antagonist -6 and ELG1 DNA repair 15%.
For O=C(NCC(c1ccco1)N1CCc2ccccc21)c1ccc([N+](=O)[O-])cc1 (configuration not stated) the results were uPA surface inh -28%, BCR signal inh inconclusive, B2AR arrestin 0.0%, Eya2 inh 10%, TCR act 6%, PTAP TSG101 blk 0%, Mito fusion yeast 15%, USP2a inh 0%, Tb PFK block -17%, TSHR antagonist -5 and ELG1 DNA repair inconclusive.
COc1ccccc1C1C(C#N)=C(N)N(c2cccnc2)C2=C1C(=O)CC(C)(C)C2 (configuration not stated) was read as uPA surface inh 2%, BCR signal inh -7%, B2AR arrestin 0.4%, Eya2 inh 7%, TCR act -7%[46.1 µM], PTAP TSG101 blk -4%, Mito fusion yeast -5%, USP2a inh -3%, Tb PFK block -2%, TSHR antagonist -11 and ELG1 DNA repair 15%.
For COC(=O)Nc1ccc2c(c1)Nc1ccccc1CC2 the results were uPA surface inh 3%, BCR signal inh 7%, B2AR arrestin 0.4%, Eya2 inh 11%, TCR act 4%, PTAP TSG101 blk 1%, Mito fusion yeast 17%, USP2a inh -1%, Tb PFK block 5%, TSHR antagonist 7 and ELG1 DNA repair inconclusive.
CCc1cc2cccc(C)c2nc1SCC(=O)NNC(=O)c1ccco1 was read as uPA surface inh 3%, BCR signal inh -2%, B2AR arrestin -0.1%, Eya2 inh 13%, PTAP TSG101 blk -4%, Mito fusion yeast -2%, USP2a inh 1%, Tb PFK block -9%, TSHR antagonist -12 and ELG1 DNA repair 4%.
Screening CCC(C)NC(=O)c1ccc(NC(=O)CC2SC(N3CCCC3)=NC2=O)cc1 (configuration not stated) returned uPA surface inh 5%, BCR signal inh -3%, B2AR arrestin -0.2%, Eya2 inh 9%, TCR act -1%, PTAP TSG101 blk -3%, Mito fusion yeast -3%, USP2a inh -1%, Tb PFK block 0%, TSHR antagonist -9 and ELG1 DNA repair 13%.
Screening O=C(NC(=S)Nc1ccc(CN2CCOCC2)cc1)c1cccc(F)c1 returned uPA surface inh -2%, BCR signal inh -14%, B2AR arrestin 0.0%, Eya2 inh 21%, TCR act -10%, PTAP TSG101 blk -1%, Mito fusion yeast -11%, USP2a inh 0%, Tb PFK block -7%, TSHR antagonist 1 and ELG1 DNA repair 9%.
COc1ccc(NC(=O)c2ccccc2SC)cc1 was read as uPA surface inh -4%, BCR signal inh inconclusive, B2AR arrestin 0.0%, Eya2 inh -6%, TCR act 1%, PTAP TSG101 blk -1%, Mito fusion yeast -6%, USP2a inh 1%, Tb PFK block 6%, TSHR antagonist -11 and ELG1 DNA repair inconclusive.
Screening Cc1ccc(-c2cc(C(=O)NCCCn3ccnc3)c3ccccc3n2)s1 returned uPA surface inh 3%, BCR signal inh 8%, B2AR arrestin -0.2%, Eya2 inh 5%, TCR act 3%[46.1 µM], PTAP TSG101 blk -1%, Mito fusion yeast -7%, USP2a inh 3%, Tb PFK block 0%, TSHR antagonist -3 and ELG1 DNA repair -14%.
`C=CCOc1cccc(C2C(C(=O)c3ccco3)=C(O)C(=O)N2Cc2cccnc2)c1` (configuration not stated) gave uPA surface inh -9%, BCR signal inh 11%, B2AR arrestin -0.3%, Eya2 inh 0%, TCR act -9%, PTAP TSG101 blk 2%, Mito fusion yeast -3%, USP2a inh 2%, Tb PFK block 1%, TSHR antagonist -12 and ELG1 DNA repair 9%.
`Cc1ccc(Cl)cc1NC(=O)C1CCCN(c2cnccn2)C1` (configuration not stated) gave uPA surface inh 0%, BCR signal inh 0%, B2AR arrestin -0.1%, Eya2 inh -4%, TCR act 10%, PTAP TSG101 blk -2%, Mito fusion yeast inconclusive, USP2a inh 0%, Tb PFK block 1%, TSHR antagonist -16 and ELG1 DNA repair 7%.

From PubChem
